Menin-MLL TR inh = inhibitors of human menin-MLL interaction, mutant MLL peptide | Potency, µM (series often up to 61.6 µM), inactives show top-dose FP activity change, negative = inhibition, actives largely listed as inhibitors | Menin + Texas Red MLL mutant peptide, fluorescence polarization | 270,000 compounds, 0.23% hits | O00255; active = well fitted inhibition curve with a large enough effect in the polarisation, with a control signal flat, not every such curve was filed as active; inconclusive = small, poorly fitted or top-dose-only effect, or effect the other way, or a change in a side signal; inactive = no such curve, though single readings can be large or run the other way; the % refers to the polarisation; note: potency is the fitted concentration of half-maximal effect; % of control where 0% means no effect; many of its hits are not listed in these tables
CXXC DNA block = MLL CXXC-DNA interaction inhibition. MLL-CXXC / FITC-HOXA9 DNA fluorescence polarization. Q03164. 290,000 compounds, 0.037% hits. Potency, µM (highest dose often 115 µM), for the others: at the highest dose activity change, negative = inhibition, most hits filed as inhibitors; active = well fitted inhibition curve with a large enough effect in the polarisation, with a control signal flat, not every such curve was filed as active; inconclusive = small, poorly fitted or top-dose-only effect, or effect the other way, or a change in a side signal; inactive = no such curve, though single readings can be large or run the other way; the % refers to the polarisation; note: potency is the fitted concentration of half-maximal effect
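Fluorescence polarization: 7 uM MLL-CXXC (stock) preincubated 5 min with compounds, then 50 nM fluorescein-HOX-A9 DNA (stock) added; 30 min ambient. Buffer 50 mM Tris-HCl pH 7.5, 50 mM NaCl, 1 mM DTT, 0.05% BSA.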
Mito fusion yeast = mitochondrial division inhibition or fusion activation; S. cerevisiae fusion-defective mutant growth rescue, CellTiterGlo 48 h; Potency, µM (series often up to 46.1 µM), for the others: at the top dose growth rescue (activation), usual class: activators; 320,000 compounds, 0.23% hits;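 note: potency is the fitted concentration of half-maximal effect; % of control where 0% means no effect; nearly all actives have a fitted effect of over 45% in size; temperature-sensitive fusion mutants such as fzo1-1 at 37 °C on non-fermentable ethanol glycerol medium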
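Luminescent cell viability in 1536-well qHTS format served as the measure of rescued growth in ts fusion-mutant S. cerevisiae cultured on non-fermentable YPEG for 48 hours at 37C.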
MBNL1 CUG block = inhibitors of human MBNL1 binding to CUG repeat RNA; Q9NR56; TR-FRET MBNL1-His/biotin-(CUG)12 binding, 665/545 ratio; Potency, µM (highest dose often 57.5 µM), inactives show at the top dose activity change, negative = inhibition, most hits filed as inhibitors; 280,000 compounds, 0.036% hits; AID 2675; active = well fitted inhibition curve with a large enough effect in the signal ratio, with a control signal flat, not every such curve was filed as active; inconclusive = small, poorly fitted or top-dose-only effect, or effect the other way, or a change in a side signal; inactive = no such curve, though single readings can be large or run the other way; the % refers to the signal ratio; note: potency is the fitted concentration of half-maximal effect; % is set by controls: 0 for no effect and ±100 for the full control effect
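His-tagged MBNL1 binding to biotinylated (CUG)12 RNA was measured by TR-FRET using terbium anti-His antibody (0.055 ng/ul final) and streptavidin-XL665 (5 nM final). Compounds were titrated 92 nM to 58 uM; 60 min at room temperature.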
S-ASM inh = inhibitors of human secretory acid sphingomyelinase; placental ASM, HMU-PC fluorogenic substrate, 60 min; 340,000 compounds, 0.006% hits; Potency, µM (highest dose often 57.5 µM), without a hit: top-dose activity change, negative = inhibition, usual class: inhibitors; AID 504937; P17405; note: potency is the fitted concentration of half-maximal effect
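qHTS format. ASM enzyme prepared from human placenta hydrolyses the fluorogenic substrate HMU-PC0 (9 uM final) over 60 min at 37 °C after a 10 min compound preincubation.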
TCR activator = activators of T cell receptors; primary human leukocytes, anti-CD3, IL-2 HTRF, 48 h; Potency, µM (titrated, usually from 9.22 µM), for the others: at the top dose activation of IL-2 secretion, actives largely listed as activators; AID 504894; 330,000 tested, under 10 active; note: % of control where 0% means no effect
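IL-2 produced over 48 hr by a-CD3 bead-stimulated primary human leukocytes exposed to compounds was detected with a homogeneous time-resolved FRET immunoassay, 665nm acceptor signal after 320nm excitation.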
Integrin act MD = activates integrin-mediated alleviation for muscular dystrophy; alpha7betagal myoblasts, beta-gal FDG fluorescence, 48 h; Potency, µM (top dose mostly 38.3 µM), for inactives: top-dose activation, actives largely listed as activators; 350,000 compounds, 0.064% hits; AID 624291;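 note: potency is the fitted concentration of half-maximal effect; 100% = response of the positive control SU9516; nearly all actives have a fitted effect of over 60% in size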
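Alpha7betagal+/- myoblasts (passage 13) were plated 16-24 hr, then exposed to compounds (1:260 dilution of DMSO stock) for 48 hours at 37C. After MPER lysis, β-galactosidase reporter activity was read as FDG fluorescence (ex 480/em 540) after 30 minutes.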
PTAP TSG101 blk = blocks PTAP/TSG101 interaction to inhibit HIV-1 budding. 340,000 tested, under 10 active. Fluorescence polarization, FITC-PTAP peptide / Tsg101 binding. Q99816. AID 493005. Potency, µM (series often up to 115 µM), for inactives: at the highest dose activity change, negative = inhibition, most hits filed as inhibitors; active = well fitted inhibition curve with a large enough effect in the main read-out, with a control signal flat, not every such curve was filed as active; inconclusive = small, poorly fitted or top-dose-only effect, or effect the other way, or a change in a side signal; inactive = no such curve, though single readings can be large or run the other way; note: potency is the fitted concentration of half-maximal effect; % of control where 0% means no effect
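Compounds were pin-transferred onto Tsg101 binding domain (10 uM final) in HEPES pH 7.5 buffer, then FITC-PTAP peptide was added at 50 nM final. After 20 min at RT, polarization reported peptide displacement across a qHTS concentration series.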
AT treatment = candidate therapy for ataxia-telangiectasia; AID 485349; 320,000 compounds, 0.19% hits; Potency, µM (top dose mostly 57.5 µM), for the others: at the top dose activation, hits mostly activators; […] A-T fibroblasts, KAP-1 phosphorylation AlphaLISA; neocarzinostatin DNA damage 30 min before lysis; note: potency is the fitted concentration of half-maximal effect; % of control where 0% means no effect; nearly all actives have a fitted effect of over 45% in size
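ATM-like activity read as KAP-1 phosphorylation via AlphaLISA donor/acceptor antibody pairs after lysis and 6 hr at 25C. Cells were ATM-null patient fibroblasts ([…], hTERT), dosed 60 min, then exposed to the DSB inducer NCS for 30 min.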
TSHR antagonist = antagonists of human thyroid stimulating hormone receptor | activity change, negative = inhibition, % at 11.5 µM | 330,000 compounds, 0.2% hits | P16473 | TSHR-expressing cells, TSH-stimulated cAMP HTRF, 2 h; hits give low values;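 active = activity change below a set negative limit, meaning inhibition stronger than a set level, cut at about -70% in these data; inconclusive = activity change between two set negative limits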; note: % is set by controls: 0 for no effect and ±100 for the full control effect
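Freshly harvested TSHR cells receive pin-tooled compound, then EC80 TSH at 4nM final. After 2 hours at 37 deg C, antibody in lysis buffer and cAMP-d2 are added; 30 minutes at ambient temperature precede the HTRF read.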
* hit, by the source's call; ? = inconclusive; . = no result given; [ ] = another dose, or the depositor's remark. Unless noted, calls come from the whole dose curve; as a rule, active = well fitted curve in the direction sought with a large enough effect; inconclusive = small, poorly fitted or top-dose-only effect, or another doubt; inactive = no such curve, though single readings can be large; an effect the other way counts as inactive or inconclusive.

Results follow in this order: Menin-MLL TR inh	CXXC DNA block	Mito fusion yeast	MBNL1 CUG block	S-ASM inh	TCR activator	Integrin act MD	PTAP TSG101 blk	AT treatment	TSHR antagonist
1: CCOC(=O)c1[nH]c2ccccc2c1NC(=S)Nc1cccc(C)c1C
  2%	9%	1%	?	39%[activator]	-2%	-13%	-7%	-16%	-8
2: O=S(=O)(Nc1ccc2ccccc2c1)c1ccccc1
  12%	5%	4%	-6%	6%	-1%[46.1 µM]	40%	-2%	13%	2
3: COc1cc(C(=O)N/N=C/c2cn(Cc3ccccc3)c3ccccc23)ccc1O
  ?	14%	-6%	1%	-12%	2%	16%	1%	-9%	-45
4: Cc1cc(Cl)ccc1-n1c(-c2cccnc2)n[nH]c1=S
  .	-10%	15%	.	-3%	-7%	-46%[inhibitor]	-1%	6%	2
5: CCN(CC)CCn1c2ccc(Cl)cc2c2nc(C)sc21
  .	-1%	-10%	-7%	-3%	.	-39%	-4%	0%	15
6: CCN(c1ccccc1)S(=O)(=O)c1ccc(OC)c(NC(=O)c2ccccc2OC)c1
  .	.	-8%	.	-3%	4%	14%	-1%	-7%	16
7: O=C(COC(=O)/C=C/c1cccc(F)c1)NC1CCCC1
  .	.	-6%	.	4%	1%	1%	1%	19%	-12
8: CN(c1ccccc1)c1ncccn1
  .	.	.	.	0%	-5%	0%	-4%	.	.
9: Cc1nn(C)c(C(=O)Sc2ccccc2)c1[N+](=O)[O-]
  .	1%	7%	-8%	0%	2%	4%	-3%	-21%	3
10: COc1ccc(S(=O)(=O)CCC(=O)Nc2c(C)n(C)n(-c3ccccc3)c2=O)cc1
  -6%	3%	1%	-9%	-5%	8%	-5%	2%	-5%	7
11: O=S(=O)(Nc1nc2ccccc2[nH]1)c1ccccc1
  -1%	6%	-1%	-8%	0%	3%	3%	-2%	6%	1
12: CSCCC(NC(=O)c1ccccc1Cl)C(=O)N1CCCCCCC1 (stereo not drawn)
  .	.	6%	.	-2%	-5%	-38%	-3%	4%	-3
13: Cc1c(C(=O)N2CCOCC2)sc(NC(=O)c2ccc3c(c2)OCO3)c1C#N
  18%	3%	-1%	4%	-1%	-7%	17%	-6%	3%	-5
14: CC(C)OCCCNC(=O)C(Cc1ccccc1)NS(=O)(=O)c1ccc2c(c1)CCC(=O)N2 (stereo not drawn)
  .	6%	0%	-3%	1%	-2%	-3%	-5%	3%	-8
15: COc1ccccc1NC(=O)c1nn(-c2ccccc2)ccc1=O
  2%	13%	12%	?	0%	-23%	5%	-1%	-1%	-2
16: COc1ccccc1CNC(=O)c1ccc2c(c1)OCO2
  10%	10%	3%	-2%	-1%	-6%	-5%	-11%	2%	1
17: CCCCn1c(SCC(=O)NC2CC2)nc2ccccc2c1=O
  .	35%	-1%	0%	-3%	1%	?	-1%	1%	1
18: CCc1cc(C(=O)Nc2cc(Cl)ccc2N2CCN(C)CC2)sc1C
  .	.	11%	.	0%	-3%	5%	-6%	1%	7
19: CC(=O)c1ccccc1OC(=O)c1c(F)cccc1F
  .	53%[activator]	-2%	1%	3%	2%	-13%	0%	0%	-6
20: CCC1=NC(c2ccc(OC)cc2)N(O)C1(C)C (stereo not drawn)
  -4%	1%	-1%	15%	0%	-5%	18%	0%	-2%	4

3 compounds already listed, sorted by the value under Menin-MLL TR inh, highest first.
| no. | smiles | Menin-MLL TR inh |
| --- | --- | --- |
| 16 | COc1ccccc1CNC(=O)c1ccc2c(c1)OCO2 | 10% |
| 1 | CCOC(=O)c1[nH]c2ccccc2c1NC(=S)Nc1cccc(C)c1C | 2% |
| 10 | COc1ccc(S(=O)(=O)CCC(=O)Nc2c(C)n(C)n(-c3ccccc3)c2=O)cc1 | -6% |

The listing picks up with the 3 entries that preceded the break.
Results follow in this order: Menin-MLL TR inh	CXXC DNA block	Mito fusion yeast	MBNL1 CUG block	S-ASM inh	TCR activator	Integrin act MD	PTAP TSG101 blk	AT treatment	TSHR antagonist
18: CCc1cc(C(=O)Nc2cc(Cl)ccc2N2CCN(C)CC2)sc1C
  .	.	11%	.	0%	-3%	5%	-6%	1%	7
19: CC(=O)c1ccccc1OC(=O)c1c(F)cccc1F
  .	53%[activator]	-2%	1%	3%	2%	-13%	0%	0%	-6
20: CCC1=NC(c2ccc(OC)cc2)N(O)C1(C)C (stereo not drawn)
  -4%	1%	-1%	15%	0%	-5%	18%	0%	-2%	4
21: Cc1cc(C)c(C#N)c(SCc2[nH]nc3c2C(c2ccc(F)cc2)C(C#N)=C(N)O3)n1 (stereo not drawn)
  15%	3%	0%	4%	-5%	-6%[46.1 µM]	6%	-18%	7%	4
22: O=C(CSc1nncc(=O)[nH]1)NC1CCCCC1
  -19%	1%	-1%	-2%	-1%	0%	-1%	1%	0%	10
23: Cc1ccc(C(=O)Nc2ccc(Oc3ccc(C(=O)O)c(C(=O)O)c3)cc2)cc1C
  9%	10%	-2%	1%	20%	2%	2%	-4%	-6%	1
24: CCOC(=O)C1=NN(c2ccccc2)C2=NC(C)=C(C(=O)OC)C(c3cccs3)N12 (stereo not drawn)
  .	.	.	.	-6%	-1%	8%	-1%	.	.
25: Cc1ccc(CNC(=O)C2CCCN(S(=O)(=O)c3ccc(F)cc3)C2)cc1 (stereo not drawn)
  .	-8%	0%	-6%	5%	3%	19%	1%	9%	-8
26: Cc1cccc(NC(=O)CN(C)S(=O)(=O)c2cccs2)c1
  .	4%	0%	0%	1%	.	4%	-4%	2%	1
27: O=C(COC(=O)/C=C/c1cccc(Br)c1)NC1CCCCC1
  .	.	1%	.	0%	.	-20%	?	-2%	-5
28: O=C(CN1CCC(NC(=O)Nc2ccccc2)CC1)Nc1cccc([N+](=O)[O-])c1
  -3%	-2%	-1%	?	-1%	5%	-35%[inhibitor]	-1%	2%	-6
29: CCOC(=O)CSc1nc2cc(C(=O)NCC3CCCO3)ccc2c(=O)n1Cc1ccco1 (stereo not drawn)
  -7%	-7%	-2%	-3%	1%	-28%	-2%	0%	3%	-6
30: COc1cc(/C=C2\SC(=S)N(CCC(=O)NC3CCCC3)C2=O)cc(OC)c1OC
  -4%	15%	-3%	12%	-8%	-16%	-5%	1%	0%	-12
31: Cc1ccc(S(=O)(=O)NC(=O)Nc2nc(-c3ccc(F)c(F)c3)cs2)cc1
  .	-28%	7%	-1%	-2%	4%	12%	-5%	1%	6
32: OC(Cn1cnnc1)c1ccccc1 (stereo not drawn)
  3%	6%	5%	2%	2%	1%	1%	-7%	-14%	3
33: CCCCC(CC)CNC(=O)Cn1c(=S)[nH]c2ncccc2c1=O (stereo not drawn)
  2%	-9%	-6%	-3%	.	.	.	.	1%	6
34: O=C(NCCN1CCN(c2ccccc2)CC1)C1CCCN(S(=O)(=O)c2cnc[nH]2)C1 (stereo not drawn)
  -8%[11.7 µM]	-2%	2%	-17%	-1%	-31%	22%	-3%	7%	-13
35: O=C1C(Cl)=C(N2CCCCCC2)C(=O)N1c1ccc(Br)cc1
  12%	-5%	-11%	20%	?	.	-40%	-6%	2%	-6
36: COc1c(Cl)cc(Cl)cc1CNCc1ccccc1
  ?	7%	-5%	-3%	0%	4%	5%	-4%	12%	0
37: CN1CCN(c2cnn(-c3ccccc3)c(=O)c2Br)CC1
  3%	?	-25%	8%	3%	-1%	17%	-3%	-1%	-5
38: Cc1ccc(CN2CCNC(=O)C2CC(=O)NCC(F)(F)F)o1 (stereo not drawn)
  ?	-4%	10%	8%	1%	-9%	?	1%	-1%[11.5 µM]	-7
39: CCC(C)(C)NC(=O)C(c1ccc(F)cc1)N(Cc1ccco1)C(=O)CCC(=O)Nc1ccccn1 (stereo not drawn)
  -4%	1%	17%	-1%	4%	8%	-5%	-7%	-7%	1
40: [O-]C1=N[N+](=C(c2ccccc2)c2ccccc2)C1
  .	.	.	.	8%	1%	15%	-2%	.	.
41: OCC12COC(c3ccccc3)N1C(c1ccccc1)OC2 (stereo not drawn)
  7%	-1%	3%	-1%	-2%	-13%	19%	-2%	0%	-7
42: O=C(NCc1ccccc1F)C1CCN(S(=O)(=O)c2ccccc2)CC1
  17%	3%	11%	-5%	10%	4%	-21%	1%	-4%	23

A portion of the library; count on the stated rates, not on these rows.
